PPC-1+TRAIL kill: compounds killing PPC-1 cancer cells with TRAIL present, primary screen, TRAIL potentiator project, ATPLite luminescence, uHTS. AID 1443, 2008. actives 0.41% (n = 220,000). cell killing (% activity), % at 4 µM. PPC-1 cells + TRAIL, ATPLite viability luminescence;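 active = cell killing above 50% in the first pass at 4 µM, then a duplicate retest at 5 µM averaging 50% or more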;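 also: plate controls were cells with TRAIL plus DMSO for no effect and medium-only wells lacking cells for full effect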
* = called active by the depositor.

SMILES	PPC-1+TRAIL kill
CC1CCN(c2nc3ccccc3nc2C(C#N)C(=O)NC2CCCCC2)CC1 (stereo unspecified)	6
CCOC(=O)c1ccc(-n2c(-c3ccco3)nc3ccccc3c2=O)cc1	17
CCC(c1nnnn1Cc1ccco1)N(CCc1ccccc1)Cc1cc2cc(C)ccc2[nH]c1=O (stereo unspecified)	15
Clc1ccc2nc(NC3=NCN(CCN4CCOCC4)CN3)nc(-c3ccccc3)c2c1	7
Cc1ccn2cc(-c3ccc(S(=O)(=O)N4CCOCC4)cc3)nc2c1	9
c1ccc(N(c2ccccc2)c2nc(N3CCOCC3)nc(N3CCOCC3)n2)cc1	8
CCOC(=O)c1c(NC(=O)c2ccc(Cl)s2)sc(C)c1C	6
Cn1c(=O)c2c(nc(SCC(=O)N3CCc4ccccc43)n2Cc2ccccc2)n(C)c1=O	-2
CCn1cc(C(=O)NCc2ccc3c(c2)OCO3)c(=O)c2ccc(C)nc21	5
COc1ccc(CSc2nnc3n(C)c(=O)c4c5c(sc4n23)CCCC5)cc1	6
CC(=O)N1CC2(C)CN(C(C)=O)CC(C)(C1)C2=O	9
O=c1oc2ccccc2cc1-c1nnc(-c2cccc(Br)c2)o1	0
NCc1ccc(-c2nc3ccccc3o2)cc1	19
CCOc1cc(-c2ccc3c(c2)OCO3)cc(=O)c2c(C)oc(C)c12	16
COc1cc(-c2nc(-c3ccc(-c4ccccc4)nc3OC)no2)cc(OC)c1OC	29
Cc1sc2nc3n(c(=O)c2c1C)Cc1ccccc1-3	27
Cc1ccc2nc(NC3=NCN(C4CCCCC4)CN3)nc(C)c2c1	9
Cc1nc(SCc2nnc(-c3ccc(Cl)cc3)o2)c2c3c(sc2n1)CCC3	14
CCCn1c(=O)c(C(=O)Nc2c(C)n(C)n(-c3ccccc3)c2=O)c(O)c2ccccc21	1
Cc1ccc(OCc2nn3c(-c4n[nH]c5c4CCC5)nnc3s2)cc1	-2
CCOC(=O)c1cc2c(=O)n3cc(C)ccc3nc2n(Cc2cccnc2)c1=N	15
C=CCn1c(SCc2cc(=O)n3ccsc3n2)nc2scc(C3CC3)c2c1=O	16
Cc1cccc2cc(CN(Cc3ccco3)C(=O)N3CCCC3)c(=O)[nH]c12	6
Cc1ccc2cc(CN(Cc3cccs3)Cc3nnnn3C(C)(C)C)c3nnnn3c2c1	-4
CCOCCCNC(=O)c1cc2c(=O)n3cccc(C)c3nc2n1C	18
CC(C)(C)C(=O)/C(C#N)=c1\s/c(=C\c2ccncc2)c(=O)n1CCCN1CCOCC1	6
CCCn1c(=O)c(C(=O)Nc2cnccn2)c(O)c2ccccc21	4
O=C(CCCCC(=O)N1CCN(c2ccccc2)CC1)N1CCN(c2ccccc2)CC1	30
COc1ccc(C2C(C(C)=O)=C(O)C(=O)N2CCCn2ccnc2)cc1OC (stereo unspecified)	10
Cn1c(O)c(C=Nc2ccc(Cc3ccncc3)cc2)c(=O)n(C)c1=O	29
CC(=O)c1sc(-c2c(C)nc3sccn23)nc1C1CCCC1	-24
CCCOc1ccc(/C(O)=C2/C(=O)C(=O)N(CCN(CC)CC)C2c2ccncc2)cc1 (stereo unspecified)	24
CC(=O)c1oc2ccccc2c1NC(=O)COC(=O)c1ccc(-n2nc(C)cc2C)cc1	3
COc1ccc(-c2nnc3sc(-c4ccc(Br)o4)nn23)cc1OC	0
CCCC(C(=O)O)N1C(=O)/C(=C2\C(=O)N(C)c3ccccc32)SC1=S (stereo unspecified)	-1
Cc1ccc2nc3c(cc(C(=O)NCc4cccnc4)c(=N)n3C(C)C)c(=O)n2c1	3
Cc1ccc(-n2c(=O)[nH]cc(C(=O)Nc3ccc4c(c3)OCO4)c2=O)cc1C	18
CCC(=O)Nc1ccccc1Nc1cc(C#N)c(C#N)cc1[N+](=O)[O-]	16
c1csc(-c2nn3c(-c4ccncc4)nnc3s2)c1	0
O=C(Cn1cnc2c(nnn2-c2cccc(Cl)c2)c1=O)N1CCOCC1	13
CC1=C(C(=O)Nc2ccccc2)C(c2ccccn2)n2nc(CCCO)nc2N1 (stereo unspecified)	11
COc1ccc(-c2nnc(CSc3ncnc4sc5c(c34)CCC5)o2)cc1OC	25
COc1cccc(C2/C(=C(/O)c3ccncc3)C(=O)C(=O)N2CCCN(C)C)c1 (stereo unspecified)	10
CCn1c(SCC(=O)Nc2nc3c(s2)CCCC3)nc2c1c(=O)n(C)c(=O)n2C	10
COc1ccc(C2=Nn3c(nnc3-c3cccnc3)SC2)cc1OC	10

A portion from further up:
SMILES	PPC-1+TRAIL kill
CCCOc1ccc(/C(O)=C2/C(=O)C(=O)N(CCN(CC)CC)C2c2ccncc2)cc1 (stereo unspecified)	24
CC(=O)c1oc2ccccc2c1NC(=O)COC(=O)c1ccc(-n2nc(C)cc2C)cc1	3
COc1ccc(-c2nnc3sc(-c4ccc(Br)o4)nn23)cc1OC	0
CCCC(C(=O)O)N1C(=O)/C(=C2\C(=O)N(C)c3ccccc32)SC1=S (stereo unspecified)	-1
Cc1ccc2nc3c(cc(C(=O)NCc4cccnc4)c(=N)n3C(C)C)c(=O)n2c1	3
Cc1ccc(-n2c(=O)[nH]cc(C(=O)Nc3ccc4c(c3)OCO4)c2=O)cc1C	18
CCC(=O)Nc1ccccc1Nc1cc(C#N)c(C#N)cc1[N+](=O)[O-]	16
c1csc(-c2nn3c(-c4ccncc4)nnc3s2)c1	0
O=C(Cn1cnc2c(nnn2-c2cccc(Cl)c2)c1=O)N1CCOCC1	13
CC1=C(C(=O)Nc2ccccc2)C(c2ccccn2)n2nc(CCCO)nc2N1 (stereo unspecified)	11
COc1ccc(-c2nnc(CSc3ncnc4sc5c(c34)CCC5)o2)cc1OC	25
COc1cccc(C2/C(=C(/O)c3ccncc3)C(=O)C(=O)N2CCCN(C)C)c1 (stereo unspecified)	10
CCn1c(SCC(=O)Nc2nc3c(s2)CCCC3)nc2c1c(=O)n(C)c(=O)n2C	10
COc1ccc(C2=Nn3c(nnc3-c3cccnc3)SC2)cc1OC	10

Other records follow:
SMILES	PPC-1+TRAIL kill
CCn1c(SCC(=O)Nc2ccccc2C(=O)OC)nc2c1c(=O)n(C)c(=O)n2C	6
CN(C)CCCN1C(=O)C(=O)/C(=C(/O)c2ccc(OCc3ccccc3)cc2)C1c1cccnc1 (stereo unspecified)	-11
COC(=O)c1c(N)n(-c2ccc(N3CCOCC3)cc2)c2nc3ccccc3nc12	10
Cc1noc2nc(-c3cccs3)cc(-c3nnc4n3CCCCC4)c12	11
COc1ccc(Oc2ncnc3c2oc2ccc(Br)cc23)cc1	4
Cc1ccc(S(=O)(=O)C(C#N)c2nc3ccccc3nc2N2CCCCC2)cc1 (stereo unspecified)	3
Cc1cc(C)n2nc(C(=O)Oc3ccc4c(c3)OCO4)nc2n1	-26
COc1ccc(CCN(C(=O)c2ccc(F)cc2)C2=CC3CCC(C2)N3C)cc1OC (stereo unspecified)	-3
Cc1ccc(Cn2c(SCC(=O)Nc3cccc(C)n3)nc3c2c(=O)n(C)c(=O)n3C)cc1	42
Cc1ccc(-c2nn(-c3ccccc3)c3[nH]c(=O)c(CNCCN(C)C)cc23)cc1	23
Cn1c(=O)c2c(nc(CN3CCN(c4ccccc4)CC3)n2CCN2CCOCC2)n(C)c1=O	-20
Cn1c(=O)c2c(nc(N3CCOCC3)n2CC(=O)c2ccccc2)n(C)c1=O	12
O=c1c2c3nc4ccccc4nc3n(-c3cccc(F)c3)c2ncn1Cc1ccc2c(c1)OCO2	-3
Cc1cc(C)cc(N(CC(=O)NC2CCCCC2)C(=O)CCC(=O)Nc2cc(C)ccn2)c1	17
CCCC(=O)N1CCN(c2ccc(C(=O)c3ccc(OC)c(Br)c3)cc2F)CC1	-7
Cc1nc2c3c(-c4ccccc4)c(-c4ccccc4)oc3ncn2n1	2
CCN(CC)CCCN1C(=O)C(O)=C(C(=O)c2ccc(C)o2)C1c1cccs1 (stereo unspecified)	-6
Cc1cc(NC(=O)CSc2nnc3c(C)cc4cc5c(cc4n23)OCO5)no1	8
COc1cccc(C2/C(=C(\O)c3c(C)nc4c(C)cccn34)C(=O)C(=O)N2CCCN(C)C)c1OC (stereo unspecified)	9
Cn1c(=O)c2c3c(sc2n2c(SCc4ccc5c(c4)OCO5)nnc12)COC(C)(C)C3	9
CCCn1c(SCC(=O)Nc2sc(C)c(C)c2C(=O)OC)nc2c1c(=O)n(C)c(=O)n2C	-8
CCc1cc2c(=O)c(-c3cscn3)coc2cc1OC	36
CC12CN3CC(C)(CN(C1)C31C(=O)N(Cc3ccccc3)c3ccccc31)C2=O (stereo unspecified)	1
Cc1cc(=O)cc(C)n1-c1ccc2c(c1)nc(C)n2-c1ccccc1	5
Cc1cccc(N(CC(=O)NC2CCCCC2)C(=O)CCC(=O)Nc2ccccn2)c1	8
CCN(CC)CCCN1C(=O)C(O)=C(C(=O)c2ccco2)C1c1cc(OC)ccc1OC (stereo unspecified)	3
Clc1ccc(-c2nn3c(-c4ccncc4)nnc3s2)c(Cl)c1	-3
O=C(O)C1CC=CCC1C(=O)N1CCN(c2nc(-c3ccccc3Cl)c3cc(Br)ccc3n2)CC1 (stereo unspecified)	14
Cc1cccn2c(=O)c(C=Nc3c(C)n(C)n(-c4ccccc4)c3=O)c(N3CCCC3)nc12	12
COCCN1CN=C(Nc2nc(C)c3ccc(C)cc3n2)NC1	4
Cc1cc2nc(NC3=NCN(CCN4CCOCC4)CN3)nc(C)c2cc1C	-4
Cc1ccc(Cn2c(=O)c3ccccc3n3c(SCC(=O)N4CCCCC4C)nnc23)cc1 (stereo unspecified)	6
COc1ccc(N2CCN(c3nc4c(c(=O)n(C)c(=O)n4C)n3CCCc3ccccc3)CC2)cc1	14
COc1ccc(Br)cc1C1NC(=O)c2c(sc3c2CCN(C)C3)N1 (stereo unspecified)	14
CC1CCCN(c2nc3c(c(=O)n(C)c(=O)n3C)n2Cc2ccccc2)C1 (stereo unspecified)	-6
CCN(Cc1cc2cccc(C)c2[nH]c1=O)C(=O)c1ccccc1OC	0
CC1Cc2ccccc2N1C(=O)CSc1nnc(-c2ccc(S(=O)(=O)N3CCCCC3)cc2)o1 (stereo unspecified)	-10
Cc1nn(-c2ccccc2)c2sc(C(=O)OCN3C(=O)c4ccccc4C3=O)cc12	12
CC1CCCN(S(=O)(=O)c2ccc(S(=O)(=O)N3CCCN(Cc4ccccc4)C3)cc2)C1 (stereo unspecified)	13
O=C(O)CN1CCOCCOCCN(CC(=O)O)CCOCCOCC1	-2
CCN(CC)CCCN1C(=O)C(=O)/C(=C(/O)c2ccccc2)C1c1cc(OC)ccc1OC (stereo unspecified)	6
Cc1cc(C)c2c(n1)nn1c(N3CCN(Cc4ccccc4)CC3)cc(C)nc21	-5
COc1ccc(-c2nnc3n2N=C(c2ccccc2)CS3)cc1OC	-5
Cc1sc2nc(-c3cccs3)nc(N3CCCN(C)CC3)c2c1C	10
CSC1=C(C#N)C(c2ccccc2Cl)C2=C(CCCC2=O)N1 (stereo unspecified)	4
CCn1c(SCC(=O)N2CCc3ccccc32)nc2c(c1=O)SC(C)C2 (stereo unspecified)	13
Cc1ccc2c(nc3s/c(=C/c4cccs4)c(=O)n32)c1C	12
CCOc1ccc2nc(NC3=NCN(Cc4ccco4)CN3)nc(C)c2c1	-22
COc1ccc(C2C(C(C)=O)=C(O)C(=O)N2CCN(C)C)cc1OC (stereo unspecified)	-11
CN(C)CCCN1C(=O)C(=O)/C(=C(/O)c2ccncc2)C1c1ccccc1 (stereo unspecified)	17
O=c1c2ccccc2nc(SCc2nnc(-c3ccccc3)o2)n1-c1ccccc1	1
CCN1CCN(c2ncnc3c2oc2nc(C(C)C)c4c(c23)CCC4)CC1	19
Cc1ccc2c(C)nc(NC3=NCN(CCc4ccccc4)CN3)nc2c1	-1
CN(C)CCN(C)Cc1ccc2c(c1)Cc1ccccc1-2	5
c1cncc(-c2nc(Oc3ccc(-c4nnco4)cc3)c3c4c(sc3n2)CCCC4)c1	24
Cn1c(=O)c(C(=O)Nc2cnccn2)c(O)c2ccccc21	14
Cc1nc(NC2=NCN(Cc3cccnc3)CN2)nc2ccccc12	4
Cc1ccc(S(=O)(=O)c2cc3c(=O)n4cccc(C)c4nc3n(Cc3ccco3)c2=N)cc1C	-1
CCOC(=O)c1[nH]c(C)c(/C(O)=C2\C(=O)C(=O)N(CCN(C)C)C2c2ccco2)c1C (stereo unspecified)	-22
CCN(CC)CCN1C(=O)C(=O)/C(=C(/O)c2ccc(OCC(C)C)cc2)C1c1ccncc1 (stereo unspecified)	12
(more compounds)
SMILES	PPC-1+TRAIL kill
COc1cccc(/C(O)=C2/C(=O)C(=O)N(CCCN(C)C)C2c2cccc(Cl)c2)c1 (stereo unspecified)	15
COc1ccc(C2/C(=C(\O)c3ccc4c(c3)OCCO4)C(=O)C(=O)N2CCCN(C)C)c(OC)c1 (stereo unspecified)	-18
CCOc1cc(NC(=O)C2CC2)c(OCC)cc1NC(=O)c1cccnc1	15
CC(C)[C@H](NC(=O)OC(C)(C)C)c1nnc(S(=O)(=O)Cc2c(F)cccc2Cl)o1	26
CCc1nc(N2CCN(c3nc(C)cc(C)n3)CC2)c2oc3ccccc3c2n1	-8
Cc1ccc(-n2nc(C)c(C3C(C#N)=C(N)OC4=C3C(=O)CC(C)(C)C4)c2Cl)cc1 (stereo unspecified)	-8
COc1ccccc1N1CCN(C(=O)c2oc3ccccc3c2C)CC1	10
Cn1c(=O)c2c(SCC(=O)NCC3CCCO3)nc(-c3cccs3)nc2n(C)c1=O (stereo unspecified)	8
Cc1ccc2oc3c(c(=O)c2c1)C(c1cccs1)N(CCCN(C)C)C3=O (stereo unspecified)	17
OC(CNC1CCCCC1)CN1CCN(CC(O)CNC2CCCCC2)CC1 (stereo unspecified)	22
CC1CCc2c(sc3ncnc(SCC(=O)N4CCN(C(=O)c5ccco5)CC4)c23)C1 (stereo unspecified)	-18
Cc1ccc(CN2C(=O)/C(=C3\SC(N4CCOCC4)=NC3=O)c3cc(Br)ccc32)cc1	15
CCOC(=O)c1cnc(=O)[nH]c1C	31
Cc1ccccc1NC(=O)c1c(O)c2cccc3c2n(c1=O)CCC3	-11

The list is partial; the hit share may differ from the screen's.
